# High-throughput results (PubChem)
# CRE Fsk mod – alters forskolin-stimulated CRE reporter signaling in CHO cells; Potency, µM (doses to about 38.2 µM), for the others: at the top dose activity change, negative = inhibition, most hits filed as activators; CHO CRE-bla reporter (cAMP response element driving beta-lactamase), forskolin EC10, beta-lactamase ratio; 2.5% of 71,000 active; active means well fitted activation curve with a large enough effect in the signal ratio, with a control signal flat, not every such curve was filed as active; inconclusive means small, poorly fitted or top-dose-only effect, or effect the other way, or a change in a side signal; the % refers to the signal ratio; further: potency means the concentration at half of the fitted maximal effect; % of control where 0% means no effect
#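 Reporter-gene assay: CHO cells with beta-lactamase behind cAMP responsive elements, co-treated with compound and EC10 NKH 477 for 3 hours at 37 degrees Celsius. Activity came from the 460/530 nm CCF4 emission ratio.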
# HBB splice mod – alters splicing of the hemoglobin beta chain; HBB splicing reporter cell assay, activation; EGFP reporter with mutant IVS2-654 intron; response scale: normalised to 500 nM splice-correcting PNA; Potency, µM (titrated, usually from 46.1 µM), for inactives: at the highest dose activation, usual class: activators; 0.06% of 65,000 active; AID 925; further: potency means the concentration at half of the fitted maximal effect; 0% is about no effect
#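 HeLa cells stably expressing EGFP interrupted by mutant beta-globin intron 2 (IVS2-654), 500/well in 2% FCS. Treated with compound for 2 days at 37C. Splicing correction scored as total well GFP intensity (488 nm excitation, 500-520 nm emission); 500 nM antisense PNA served as control.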
# ALOX15 inhib – blocks human 15-lipoxygenase activity. P16050. purified 15hLO-1, xylenol orange hydroperoxide absorbance. Potency, µM (top dose mostly 57.1 µM), for inactives: at the top dose activity change, negative = inhibition, hits mostly inhibitors. 1.4% of 74,000 active. AID 887; further: potency means the concentration at half of the fitted maximal effect; on the % scale 0 is the no-effect control and ±100 the full control effect; nearly all actives have a fitted effect of over 55% in size
# Target sequence (P16050 whole entry, looked up): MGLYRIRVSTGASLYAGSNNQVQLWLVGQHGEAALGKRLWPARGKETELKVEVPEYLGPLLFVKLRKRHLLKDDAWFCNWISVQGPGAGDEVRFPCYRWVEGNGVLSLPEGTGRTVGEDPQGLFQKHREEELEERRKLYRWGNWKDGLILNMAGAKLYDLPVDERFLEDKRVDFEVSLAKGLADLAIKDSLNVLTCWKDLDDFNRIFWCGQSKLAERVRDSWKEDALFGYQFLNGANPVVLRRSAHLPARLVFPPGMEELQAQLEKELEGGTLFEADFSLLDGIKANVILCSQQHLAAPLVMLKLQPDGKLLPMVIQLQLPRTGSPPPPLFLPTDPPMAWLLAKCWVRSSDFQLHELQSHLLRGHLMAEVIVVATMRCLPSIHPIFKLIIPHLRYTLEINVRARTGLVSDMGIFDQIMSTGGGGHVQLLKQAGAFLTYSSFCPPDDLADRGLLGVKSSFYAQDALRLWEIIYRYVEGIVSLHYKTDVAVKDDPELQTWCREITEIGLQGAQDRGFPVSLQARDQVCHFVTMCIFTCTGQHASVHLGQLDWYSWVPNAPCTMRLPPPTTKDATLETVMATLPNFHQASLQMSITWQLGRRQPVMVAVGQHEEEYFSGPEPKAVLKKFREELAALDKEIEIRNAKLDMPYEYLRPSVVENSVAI
#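 40 nM 15hLO-1 + cpd, 15 min RT; start w/ 50 uM AA (final), 6 min RT; stop/detect w/ 200 uM XO + 300 uM Fe(II) in 50 mM H2SO4, 30 min; A573/A405. Buffer 25 mM Hepes pH 7.5, 0.01% Triton X-100. No-enzyme wells as negative control.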
# Hsp90 Hop PPI – changes Hsp90-Hop TPR2A binding signal, up or down; Potency, µM (doses to about 57 µM), without a hit: top-dose activity change, negative = inhibition; 0.44% of 71,000 active; AlphaScreen TPR2A-His6 binding biotin-Hsp90 C-terminal peptide; active means well fitted curve in either direction with a large enough effect; inconclusive means small, poorly fitted or top-dose-only effect, or another doubt; further: potency means the concentration at half of the fitted maximal effect; on the % scale 0 is the no-effect control and ±100 the full control effect; many of its hits are not listed in these tables
# BRCT inh red – inhibitors of human BRCA1 BRCT-phosphoprotein interaction (red fluorophore); BRCT-phosphopeptide binding, red fluorescence polarization; P38398; Potency, µM (top dose mostly 76.9 µM), for the others: at the highest dose activity change, negative = inhibition, most hits filed as inhibitors; 0.03% of 75,000 active; further: on the % scale 0 is the no-effect control and ±100 the full control effect
#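 Fluorescence polarization: 100 nM His-tagged BRCA1 BRCT with 100 nM TAMRA-labelled phospho-BACH1 decapeptide, phosphate buffer pH 7.3 with 150 mM NaCl, DTT, 0.01% Tween 20; 12 min RT. Binding inhibition seen as FP decrease.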
# BRCT PPI green – BRCA1 BRCT-phosphoprotein interaction inhibition; P38398; BRCA1 BRCT-phosphopeptide binding, green fluorescence polarization; Potency, µM (titrated, usually from 76.9 µM), for inactives: at the top dose activity change, negative = inhibition, most hits filed as inhibitors; 0.05% of 75,000 active; AID 875;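 further: potency means the concentration at half of the fitted maximal effect; plate controls were peptide without protein for full effect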
#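 Compounds were incubated for 12 min at room temperature with a complex of 100 nM fluorescein-tagged pBACH1 decapeptide and 250 nM His-tagged BRCT protein. Buffer was phosphate pH 7.3 with EDTA, DTT and Tween 20. Disruption of binding lowers the polarization signal.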
# DNA Pol III inh – DNA polymerase III holoenzyme inhibition; reconstituted DNA polymerase III holoenzyme replication, biochemical; Potency, µM (top dose mostly 57.1 µM), inactives show top-dose activity change, negative = inhibition; 0.25% of 71,000 active; further: potency means the concentration at half of the fitted maximal effect; on the % scale 0 is the no-effect control and ±100 the full control effect
#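 Reconstituted *E. coli* holoenzyme (0.35 nM Pol III, 1 nM beta, 154 nM SSB, 2 nM primase) was preincubated with compound for 15 min at RT. Synthesis on 1.4 nM ssM13Gori ran 35 min, then was stopped with PicoGreen/EDTA and read as dsDNA fluorescence.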
# * = called active by the depositor; ? = inconclusive; . = no result given; & = joins results of further samples; [ ] = dose if it differs, or a comment. Unless noted, the call rests on the fitted dose curve; in most records, active means well fitted curve in the direction sought with a large enough effect; inconclusive means small, poorly fitted or top-dose-only effect, or another doubt; inactive means no such curve, though single readings can be large; an effect the other way counts as inactive or inconclusive. These rows are one share of the data; rates above refer to the full screens.
SMILES,CRE Fsk mod,HBB splice mod,ALOX15 inhib,Hsp90 Hop PPI,BRCT inh red,BRCT PPI green,DNA Pol III inh
CC(C)C[C@@H](CC(=O)N[C@@H](CCC(=O)O)CC(=O)O)NC(=O)[C@@H]1CNCC[C@H]1NC(=O)C[C@H](CCCN)NC(=O)C[C@H](Cc1c[nH]c2ccccc12)NC(=O)[C@@H]1CNCC[C@H]1N,-16.3%,-0.5%,.,-11.4%,.,.,-1.5%
CC(C)C[C@@H](CC(=O)N[C@@H](CCC(=O)O)CC(=O)O)NC(=O)[C@@H]1CNCC[C@H]1NC(=O)C[C@H](CCCN)NC(=O)C[C@H](Cc1c[nH]c2ccccc12)NC(=O)[C@@H]1CCCC[C@H]1N,-13.2%,0.5%,.,-9.8%,.,.,-1.5%
C=C/C(=C\C)C[C@@H](CC(=O)N[C@@H](CCC(=O)O)CC(=O)O)NC(=O)[C@@H]1CNCC[C@H]1NC(=O)C[C@@H](NC(=O)C[C@H](Cc1ccccc1)NC(=O)[C@@H]1CCCC[C@H]1N)C(C)C,-13.6%,-0.7%,.,-8.5%,.,.,-0.6%
CC(C)[C@@H](CC(=O)N[C@@H]1CCNC[C@H]1C(=O)N[C@H](CC(=O)N[C@@H](CCC(=O)O)CC(=O)O)Cc1c[nH]c2ccccc12)NC(=O)C[C@H](Cc1c[nH]c2ccccc12)NC(=O)[C@@H]1CNCC[C@H]1N,-22.6%,0.1%,.,-6.8%,.,.,-4.6%
NCCC[C@@H](CC(=O)N[C@@H]1CCCC[C@H]1C(=O)N[C@H](CC(=O)N[C@@H](CCC(=O)O)CC(=O)O)Cc1c[nH]c2ccccc12)NC(=O)C[C@H](Cc1ccccc1)NC(=O)[C@@H]1CNCC[C@H]1N,-17.0%,0.6%,.,-11.6%,.,.,-8.4%
CC(C)C[C@@H](CC(=O)N[C@@H](CCC(=O)O)CC(=O)O)NC(=O)[C@@H]1CNCC[C@H]1NC(=O)C[C@@H](NC(=O)C[C@H](Cc1c[nH]c2ccccc12)NC(=O)[C@@H]1CNCC[C@H]1N)C(C)C,-21.1%,1.6%,.,-7.9%,.,.,-7.3%
CC(C)[C@@H](CC(=O)N[C@@H]1CCNC[C@H]1C(=O)N[C@H](CC(=O)N[C@@H](CCC(=O)O)CC(=O)O)Cc1ccccc1)NC(=O)C[C@H](Cc1c[nH]c2ccccc12)NC(=O)[C@@H]1CNCC[C@H]1N,-14.4%,0.1%,.,-18.4%,.,.,-4.3%
COC(=O)C/C=C\[C@@H](C)[C@@H](/C=N\OC[C@@H]1O[C@H](c2ccccc2)C=C[C@@H]1Oc1ccc(OC)cc1)OC,.,3.6%[9.22 µM],-4.3%[11.4 µM],.,0.7%[15.4 µM],0.5%[15.4 µM],.
C#CCCCO/N=C1/C[C@@H](O)[C@@H](O)[C@@H]2[C@@H]3C(=O)N([C@@H](C)c4ccccc4)C(=O)[C@H]3CC[C@H]12,.,1.8%[9.22 µM],6.5%[11.4 µM],.,-1.2%[15.4 µM],-0.1%[15.4 µM],.
Oc1ccc(Nc2nc(-c3ccc(Cl)cc3)cs2)cc1,.,-0.4%,?,.,-1.7%,-1.0%,.
CC[C@@H](c1ccccc1)n1c(=O)n2n(c1=O)[C@H]1[C@H](O)[C@H]3O[C@@H]3/C(=N/OCC(C)C)[C@@H]1CC2,.,-0.3%[9.22 µM],7.0%[11.4 µM],.,1.3%[15.4 µM],-1.0%[15.4 µM],.
CO[C@@H]1COC(=O)C/C=C\[C@@H](C)COC(=O)[C@H](COCc2ccccc2)NC(=O)C/C=C\[C@H]1C,.,1.5%[9.22 µM],4.2%[11.4 µM],.,-3.1%[15.4 µM],-1.1%[15.4 µM],.
COc1cccc([C@H](O)Cn2cc(-c3ccc(CON=C(C)C)cc3)nn2)c1,.,1.2%[9.22 µM],15.5%[11.4 µM],.,-0.3%[15.4 µM],0.3%[15.4 µM],.
COc1ccc(COC(=O)N/N=C2/C[C@@H](O)[C@@H](O)[C@@H]3[C@@H]4C(=O)N(Cc5ccccc5)C(=O)[C@H]4CC[C@@H]23)cc1,.,1.4%[9.22 µM],3.4%[11.4 µM],.,0.0%[15.4 µM],-1.3%[15.4 µM],.
COC(=O)C/C=C\[C@@H](C)[C@@H](/C=N\OC[C@@H](O)COCc1ccco1)NS(=O)(=O)c1ccc(C)cc1,.,0.6%[9.22 µM],28.9%[11.4 µM],.,0.9%[15.4 µM],1.5%[15.4 µM],.
CC(=O)C[C@H](O)[C@@H](NC(=O)OC(C)(C)C)C(C)C,.,0.2%[9.22 µM],5.6%[11.4 µM],.,3.0%[15.4 µM],1.6%[15.4 µM],.

# Quoted at random: 2 entries already listed, in no set order.
SMILES,CRE Fsk mod,HBB splice mod,ALOX15 inhib,Hsp90 Hop PPI,BRCT inh red,BRCT PPI green,DNA Pol III inh
COC(=O)C/C=C\[C@@H](C)[C@@H](/C=N\OC[C@@H]1O[C@H](c2ccccc2)C=C[C@@H]1Oc1ccc(OC)cc1)OC,.,3.6%[9.22 µM],-4.3%[11.4 µM],.,0.7%[15.4 µM],0.5%[15.4 µM],.
COC(=O)C/C=C\[C@@H](C)[C@@H](/C=N\OC[C@@H](O)COCc1ccco1)NS(=O)(=O)c1ccc(C)cc1,.,0.6%[9.22 µM],28.9%[11.4 µM],.,0.9%[15.4 µM],1.5%[15.4 µM],.

# The list continues.
SMILES,CRE Fsk mod,HBB splice mod,ALOX15 inhib,Hsp90 Hop PPI,BRCT inh red,BRCT PPI green,DNA Pol III inh
COC(=O)NC(c1cccc(F)c1)[C@]1(C(C)=O)CCCC1=O (stereo partly specified),.,1.2%[9.22 µM],8.2%[11.4 µM],.,1.0%[15.4 µM],-0.9%[15.4 µM],.
CO[C@H]1COC(=O)[C@@H](C)COC(=O)[C@H](C)NC(=O)C/C=C\[C@H]1C,.,1.0%[9.22 µM],6.9%[11.4 µM],.,2.0%[15.4 µM],-2.4%[15.4 µM],.
C=CCOCC1CN2C(CCC(C)C2c2ccc(Br)cc2)C(=O)O1 (stereo unspecified),.,1.6%[9.22 µM],7.8%[11.4 µM],.,1.5%[15.4 µM],0.4%[15.4 µM],.
COC(=O)[C@@H]1CC[C@H](C)[C@@H](c2ccc(C)cc2)N1C(=O)c1ccc(/C=N\O[C@@H](C)c2cn([C@H](CO)Cc3ccccc3)nn2)cc1,.,-0.8%&0.6%[9.22 µM],0.4%&-7.8%[11.4 µM],.,-0.2%&1.1%[15.4 µM],0.7%&1.7%[15.4 µM],.
C[C@H]1CC[C@H]2C(=O)N3[C@H](c4ccc(Br)cc4)[C@@H](C)CC[C@H]3C(=O)N2[C@@H]1c1ccc(Br)cc1,.,0.5%[9.22 µM],-2.2%[11.4 µM],.,1.7%[15.4 µM],-2.2%[15.4 µM],.
O=C(O)c1ccc(NS(=O)(=O)c2ccsc2C(=O)O)cc1,.,0.4%,14.8%,.,-1.6%,-1.7%,.
CCCCCCC1=Cc2cc(OC)c(OC)cc2C(C(C(C)=O)C(=O)OC)O1 (stereo unspecified),.,-0.8%[9.22 µM],2.4%[11.4 µM],.,-1.5%[15.4 µM],-0.6%[15.4 µM],.
CO[C@H]1COC(=O)C/C=C\[C@@H](C)COC(=O)[C@@H](OCc2ccccc2)/C=C\[C@@H]1C,.,2.9%[9.22 µM],5.3%[11.4 µM],.,-1.4%[15.4 µM],-1.5%[15.4 µM],.
O=C(N/N=C1/C[C@@H](O)[C@@H](O)[C@@H]2[C@@H]3C(=O)N(C[C@@H]4CCCO4)C(=O)[C@H]3CC[C@H]12)OCc1ccccc1,.,2.5%[9.22 µM],?,.,-0.2%[15.4 µM],-0.7%[15.4 µM],.
CC12C=C(/C=C/c3ccccc3)C(C)(C1)C(c1ccccc1)CC2=O (stereo unspecified),.,1.0%[9.22 µM],2.1%[11.4 µM],.,-0.3%[15.4 µM],0.7%[15.4 µM],.
CCCOc1ccc(Br)cc1-c1cc(-c2ccc(Cl)cc2)[nH]c1-c1ccncc1,.,-0.8%,?,.,0.5%,-1.5%,.
CCOC(=O)OCC1OC(c2ccc(C(C)=O)cc2)C=CC1OC(=O)OCC (stereo unspecified),.,0.7%[9.22 µM],8.3%[11.4 µM],.,0.1%[15.4 µM],-1.4%[15.4 µM],.
Cc1ccc(S(=O)(=O)N[C@H]2COC(=O)C/C=C\[C@@H](C)[C@H](NS(=O)(=O)c3ccc(C)cc3)COC(=O)[C@H](C)NC(=O)C/C=C\[C@H]2C)cc1,.,-0.7%[9.22 µM],6.1%[11.4 µM],.,-1.9%[15.4 µM],-1.8%[15.4 µM],.
CO[C@H]1COC(=O)[C@H](C)COC(=O)C/C=C\[C@@H](C)[C@H](OC)COC(=O)C/C=C\[C@@H]1C,.,2.8%[9.22 µM],17.8%[11.4 µM],.,-1.4%[15.4 µM],-2.9%[15.4 µM],.
CC1CCC2C(=O)OC(COc3ccc(C(C)(C)C)cc3)CN2C1c1ccc(Br)cc1 (stereo unspecified),.,2.8%&0.0%&1.1%&-0.1%&2.2%[9.22 µM],3.6%&-2.5%&-0.6%&6.2%&14.7%[11.4 µM],.,1.1%&0.9%&0.1%&-0.3%&2.1%[15.4 µM],0.1%&-0.9%&1.4%&-2.8%&-1.1%[15.4 µM],.
CCOC(=O)N/N=C1/C[C@@H](O)[C@@H](O)[C@@H]2[C@@H]3C(=O)N([C@@H](C)c4ccccc4)C(=O)[C@H]3CC[C@@H]12,.,-0.8%[9.22 µM],-0.3%[11.4 µM],.,0.6%[15.4 µM],-3.1%[15.4 µM],.

# Part of the list above, reduced to ALOX15 inhib, DNA Pol III inh and Hsp90 Hop PPI:
SMILES	ALOX15 inhib	DNA Pol III inh	Hsp90 Hop PPI
CC(=O)C[C@H](O)[C@@H](NC(=O)OC(C)(C)C)C(C)C	5.6%[11.4 µM]	.	.
COC(=O)NC(c1cccc(F)c1)[C@]1(C(C)=O)CCCC1=O (stereo partly specified)	8.2%[11.4 µM]	.	.
CO[C@H]1COC(=O)[C@@H](C)COC(=O)[C@H](C)NC(=O)C/C=C\[C@H]1C	6.9%[11.4 µM]	.	.
C=CCOCC1CN2C(CCC(C)C2c2ccc(Br)cc2)C(=O)O1 (stereo unspecified)	7.8%[11.4 µM]	.	.
